Screening results from PubChem BioAssay.
IDE act – activators of human insulin-degrading enzyme in cells; P14735; 340,000 tested, 0.073% active; AID 493087; activation, % at 5.96 µM; HEK cells, FAbeta-B cleavage, fluorescence polarization; 0% vehicle, 100% cell-free pure enzyme wells;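 active = activation above the mean of all tested compounds plus 3 SD, set per screening campaign, cut at about 17% in these data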
Target sequence (P14735 whole entry, looked up): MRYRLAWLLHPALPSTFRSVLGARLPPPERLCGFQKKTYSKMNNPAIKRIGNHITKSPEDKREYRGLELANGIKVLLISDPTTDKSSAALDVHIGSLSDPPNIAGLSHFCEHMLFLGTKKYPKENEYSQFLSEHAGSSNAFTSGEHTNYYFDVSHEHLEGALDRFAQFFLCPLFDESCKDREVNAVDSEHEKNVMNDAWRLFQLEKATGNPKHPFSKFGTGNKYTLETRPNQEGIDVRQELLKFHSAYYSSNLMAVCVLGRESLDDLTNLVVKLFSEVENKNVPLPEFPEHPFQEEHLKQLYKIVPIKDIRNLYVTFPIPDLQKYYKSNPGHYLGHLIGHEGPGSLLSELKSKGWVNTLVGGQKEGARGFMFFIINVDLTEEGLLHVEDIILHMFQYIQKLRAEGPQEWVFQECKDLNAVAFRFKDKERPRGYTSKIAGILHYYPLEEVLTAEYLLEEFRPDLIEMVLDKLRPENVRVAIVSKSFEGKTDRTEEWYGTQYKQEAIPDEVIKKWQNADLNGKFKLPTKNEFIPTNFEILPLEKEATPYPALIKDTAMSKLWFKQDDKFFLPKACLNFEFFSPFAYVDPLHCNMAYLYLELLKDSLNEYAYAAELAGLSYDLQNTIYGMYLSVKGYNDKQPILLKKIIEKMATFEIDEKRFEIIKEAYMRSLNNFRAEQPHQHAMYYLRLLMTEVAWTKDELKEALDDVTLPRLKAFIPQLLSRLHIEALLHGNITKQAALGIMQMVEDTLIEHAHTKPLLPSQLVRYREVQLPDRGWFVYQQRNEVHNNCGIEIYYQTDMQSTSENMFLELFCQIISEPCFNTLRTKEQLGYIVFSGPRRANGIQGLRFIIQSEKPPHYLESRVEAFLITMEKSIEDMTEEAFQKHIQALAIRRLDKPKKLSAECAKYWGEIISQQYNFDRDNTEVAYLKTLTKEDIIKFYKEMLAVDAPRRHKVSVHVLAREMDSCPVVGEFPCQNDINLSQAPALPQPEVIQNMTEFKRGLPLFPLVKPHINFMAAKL
IDE inh – cellular human IDE inhibition. inhibition, % at 5.59 µM. HEK cells, FAbetaB cleavage, fluorescence polarization. P14735. 320,000 tested, 0.41% active;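 active = percent inhibition above the average of all tested compounds plus 3 SD, set per screening campaign, cut at about 16% in these data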;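 note: IDE supplied by intact live HEK cells; FP after avidin binding of uncleaved biotin substrate so inhibition keeps polarization high; 0% = DMSO wells and 100% = 60 µM reference IDE inhibitor Ii1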
An asterisk follows results filed as active. This is a subset, so the mix of outcomes need not match the whole.

IDE act	IDE inh	Structure
-1.1	2.5	O=C(COC(=O)/C=C/c1ccccc1[N+](=O)[O-])Nc1ccc(S(=O)(=O)N2CCOCC2)cc1
0.7	3.3	COc1ccc2nc(SCC(=O)NC3CCCCC3C)[nH]c2c1 (stereo unspecified)
0.9	0.5	Cc1cc(C)c2nc(N(CCCN(C)C)C(=O)C3=COCCO3)sc2c1
-1.1	1.9	Cc1cccc(N(Cc2ccccc2)C(=O)C2CCN(C(=O)c3ccccc3C)CC2)c1
1.6	1.6	COc1ccccc1N1CCN(C(=O)c2ccc(-c3ccc(Cl)cc3)o2)CC1
-2.8	-0.5	CN(C(=O)CNc1ccccc1Cl)C1CCS(=O)(=O)C1 (stereo unspecified)
0.7	-3.7	Cc1ccc(S(=O)(=O)N2CCCCC2)cc1NC(=O)c1cc2ccccc2o1
2.3	-3.3	O=C(COc1cccnc1[N+](=O)[O-])Nc1cc(Cl)ccc1Cl
0.4	-2.5	Cc1ccc(CNC(=O)c2ccc3c(c2)S(=O)(=O)c2ccccc2C3=O)cc1
-2.6	-0.1	CCN(CC(=O)Nc1ccc(NC(C)=O)cc1)C(=O)/C=C/c1ccco1
-0.7	9.4	COc1ccc(N(C)S(=O)(=O)c2cccc(C(=O)NCC(c3cccs3)N(C)C)c2)cc1 (stereo unspecified)
1.3	-2.4	CCOC(=O)C1CCCN(S(=O)(=O)c2ccc3c4c(cccc24)C(=O)N3CC)C1 (stereo unspecified)
2.0	-2.2	CCN(C[C@H]1N[C@@](C)(C(=O)OC)[C@H]2C(=O)N(C)C(=O)[C@@H]12)S(=O)(=O)c1ccc(C)cc1
2.5	0.5	CC(=O)[C@H]1CCC2C3CC=C4C[C@@H](O)CC[C@]4(C)C3CC[C@@]21C (stereo partly specified)
1.4	-0.3	Cc1nnc(SCC(=O)Nc2cccc(S(=O)(=O)N3CCCCC3)c2)s1
1.1	3.5	O=C(Cc1n[nH]c(=O)c2ccccc12)Nc1cc(Cl)ccc1-n1cncn1
0.1	4.9	O=C(CN1C(=O)c2ccc([N+](=O)[O-])cc2C1=O)Nc1ccccc1N1CCCC1
0.9	-3.6	COc1ccc(S(=O)(=O)N2CCN(CCOc3ccccc3Cl)CC2)cc1OC
4.1	-2.8	O=C1CN(C(=O)COC(=O)c2ccc([N+](=O)[O-])o2)c2ccccc2N1
6.7	1.0	COC(=O)c1ccccc1S(=O)(=O)N1CCC(C(=O)NC2CCCCC2)CC1
-4.3	4.6	Nc1ccc(S(N)(=O)=O)cc1
-2.0	3.4	CC1CCCN(S(=O)(=O)c2ccc(NC(=O)[C@@H]3CCCN3C(=O)c3cccs3)cc2)C1 (stereo partly specified)
3.2	2.0	CCN(C(=O)COC(=O)c1ccccc1O)c1nc2ccccc2s1
-2.8	4.4	CSCCC(NC(=O)c1ccc([N+](=O)[O-])cc1Cl)C(=O)OC(C)C(=O)NCc1ccco1 (stereo unspecified)
1.5	5.5	COCCN(C(=O)COC(=O)C1(c2ccccc2)CC1)c1c(N)n(CC(C)C)c(=O)[nH]c1=O
-1.4	-0.6	C[C@H](CO)N1C[C@H](C)[C@@H](CN(C)C(=O)Nc2ccccc2)Oc2c(cccc2N(C)C)C1=O
4.2	-5.1	O=C(COC(=O)c1cc(Cl)ccc1O)NC(=O)NCc1ccccc1
3.1	0.7	COc1ccc(C(=O)C(C)OC(=O)CNC(=O)c2ccco2)cc1 (stereo unspecified)
-4.2	2.4	CC(OC(=O)c1cccc(O)c1)C(=O)N(C)Cc1ccccc1 (stereo unspecified)
2.8	5.2	COc1cc2c(cc1OC)CN(C(=O)CSc1ccc(F)cc1)CC2

Individual results from above:
IDE inh, COc1cc2c(cc1OC)CN(C(=O)CSc1ccc(F)cc1)CC2 stands at 5.2
IDE act, CSCCC(NC(=O)c1ccc([N+](=O)[O-])cc1Cl)C(=O)OC(C)C(=O)NCc1ccco1 (stereo unspecified) stands at -2.8

Next section:
IDE act	IDE inh	Structure
-3.9	10.0	CC(C)C(NC(=O)c1ccccc1F)C(=O)NCCCn1ccnc1 (stereo unspecified)
-1.8	0.5	Cc1ccc(NC(=O)CN(C)C(=O)c2ccc(NS(=O)(=O)c3ccc4[nH]c(=O)[nH]c4c3)cc2)cc1
3.5	-2.7	CC(C)[C@H](NC(=O)OCc1ccccc1)C(=O)N[C@@H](Cc1c[nH]c2ccccc12)C(=O)O
-4.2	4.3	CC1CN(S(=O)(=O)c2cccc(C(=O)NNC(=O)C(C)Oc3ccccc3F)c2)CC(C)O1 (stereo unspecified)
6.1	-4.3	Cc1ccc(S(=O)(=O)N2CCCCC2)cc1C(=O)NC1CC(C)(C)NC(C)(C)C1
1.2	3.6	COCCCNC(=O)C(=O)NCC1CCCN1S(=O)(=O)c1cccs1 (stereo unspecified)
4.3	6.8	O=C(COC(=O)c1ccc(F)c(S(=O)(=O)N2CCOCC2)c1)NCCc1ccc(F)cc1
2.7	-6.7	Cc1ccc(C)c(Cn2nnc(C(=O)Nc3ccc4c(c3)OCCO4)c2N)c1
2.2	0.6	CC(OC(=O)COc1ccccc1Cc1ccccc1)C(=O)N(C)c1ccccc1 (stereo unspecified)
-0.9	-1.1	COc1cccc(C(=O)NCCS(=O)(=O)NCc2ccc3c(c2)OCO3)c1
0.3	3.9	C[C@H]1CN=C(Nc2ccccc2)N1CCc1ccc(F)cc1
3.0	7.6	COc1ccc(C(C)=O)cc1COC(=O)C1CCN(C(=O)c2ccc(Cl)cc2)CC1
-6.2	-5.3	CC(C)(CNC(=O)c1cc([N+](=O)[O-])ccc1N1CCC(Cc2ccccc2)CC1)N1CCOCC1
3.3	3.1	c1cc(CCCc2ccncc2)ccn1
-5.5	9.1	CC(=O)N/C(=C/c1ccccc1)c1ccccc1
0.8	-2.1	Cc1cccc(NS(=O)(=O)c2cc3c4c(c2)CCN4C(=O)CC3)c1C
4.4	3.6	CCCCn1c(N)c(N(CC(C)C)C(=O)c2cccc(-n3cnnn3)c2)c(=O)[nH]c1=O
3.6	5.8	O=C(NCCS(=O)(=O)N1CCCCC1)c1ccccc1
-6.7	-0.8	CC(=O)Oc1ccc(C#C/C=C2\c3ccccc3C(=O)N2c2ccccc2)cc1
-0.5	-0.1	COCCN(C(=O)COC(=O)c1ccccc1Nc1ccccc1)c1c(N)n(Cc2ccccc2)c(=O)[nH]c1=O
0.7	7.6	O=C(NCCC(=O)N1CCN(c2cccc(Cl)c2)CC1)c1ccc(Br)cc1
-1.6	-2.8	CCc1ccc(OCC(=O)NCCc2ccc3c(c2)OCCO3)cc1
3.5	2.5	Cc1ccc(C(=O)NCC(c2cccs2)N(C)C)cc1S(=O)(=O)N1CCOCC1 (stereo unspecified)
-2.3	-0.1	CC(=O)OCC1OC(OC2C[C@]3(C)C(CC(O)C4C([C@](C)(CCC=C(C)C)OC5OC(CO)C(O)C(O)C5O)CC[C@]43C)[C@@]3(C)CCC(O)C(C)(C)C23)C(O[C@@H]2OC(C)C(O)C(O)C2O)C(O)C1O (stereo partly specified)
-0.8	1.1	Cc1sc2ncnc(N3CCC(C(=O)Nc4ccccc4C(C)(C)C)CC3)c2c1C
-6.0	0.3	O=C(NC1CC1)c1cc(=S)[nH]c2ccccc12
1.3	6.3	CSc1ccccc1C(=O)N1CCC2(CC1)CC(=O)c1ccccc1O2
-0.2	3.2	O=C(NCCN1CCOCC1)c1ccccc1OCc1ccccc1
3.7	1.9	COc1ccccc1NC(=O)c1ccc(NC(=O)C2CC2C)cc1 (stereo unspecified)
1.9	0.2	Cn1cccc1C(=O)OCC(=O)NNC(=O)c1ccc([N+](=O)[O-])cc1
1.9	7.5	COc1ccc(CCNS(=O)(=O)c2ccc3c(c2)CCCC3)cc1OC
1.6	-0.9	O=S(=O)(NCCOc1ccccc1F)c1ccc(Cl)cc1F
-0.5	-0.7	CCC1(c2ccccc2)NC(=O)N(CC(=O)Nc2ccccc2N2CCCC2)C1=O (stereo unspecified)
3.8	2.8	O=C(Nc1ncccc1O)c1ccc(Cl)c(S(=O)(=O)N2CCCCCC2)c1
1.8	2.2	CC(C)NC(=O)N(C)C[C@H]1Oc2ccc(NC(=O)Nc3ccc4c(c3)OCO4)cc2C(=O)N([C@H](C)CO)C[C@@H]1C
2.8	-2.6	O=C(CCNS(=O)(=O)c1ccc(OC(F)(F)F)cc1)NCCc1c[nH]c2ccccc12
2.8	1.6	CC[C@]1(c2ccccc2C)ON(c2ccccc2C(F)(F)F)C1=O
4.0	-0.1	Cc1ccn2c(=O)nc(SCC(=O)N3CCCc4ccccc43)nc2c1
6.4	5.5	Cc1ccc(Nc2ccc([N+](=O)[O-])ccc2=O)cc1
0.3	5.1	Cc1cc(C)c(NC(=O)CN2C(=O)NC3(CCCc4ccccc43)C2=O)c(Cl)c1 (stereo unspecified)
4.5	3.5	CCOc1ccc(-n2ccnc(SCC(=O)NCCc3ccccc3)c2=O)cc1
0.5	-0.9	CS(=O)(=O)c1ccccc1C(=O)N(CCC1=CCCCC1)c1c(N)n(Cc2ccccc2)c(=O)[nH]c1=O
-1.9	-3.1	COc1ccc(/C=C/C(=O)OCC(=O)Nc2ccc3[nH]c(=O)[nH]c3c2)cc1OC
0.9	-4.1	Cc1cc(NC(=O)CSc2nc(C)c(C)n2CC(C)C)no1
7.2	0.2	COc1ccc(C(CNC(=O)c2cccc(S(=O)(=O)N3CCCC(C)C3)c2)N(C)C)cc1 (stereo unspecified)

Exported bar-delimited: part of the list above.
molecule | IDE act | IDE inh
O=C(CCNS(=O)(=O)c1ccc(OC(F)(F)F)cc1)NCCc1c[nH]c2ccccc12 | 2.8 | -2.6
CC[C@]1(c2ccccc2C)ON(c2ccccc2C(F)(F)F)C1=O | 2.8 | 1.6

The results go on:
IDE act	IDE inh	Structure
6.0	-2.7	Cc1ccc(S(=O)(=O)NCCC(=O)NCc2ccccn2)cc1
1.5	0.1	Cc1c(NC(=O)C(C)OC(=O)Cc2ccc(F)cc2)c(=O)n(-c2ccccc2)n1C (stereo unspecified)
4.0	1.2	CC(Oc1ccccc1F)c1nnc(SCC(=O)NCc2ccc3c(c2)OCO3)o1 (stereo unspecified)
0.6	-1.6	CCCCn1c(N)c(N(CCOC)C(=O)c2ccc(N3CCCC3=O)cc2)c(=O)[nH]c1=O
4.8	-5.2	CCOC(=O)C1CCN(C(=O)c2ccc(OCC(=O)N3CCOCC3)c(OC)c2)CC1
-2.4	1.3	CN(CC(=O)NCCc1ccc(S(N)(=O)=O)cc1)CC(=O)Nc1ccccc1C(F)(F)F
3.4	5.7	Cc1ccc(C(=O)COC(=O)c2nc(Cl)ccc2Cl)cc1
1.8	-4.9	Cc1ccc(C)c(S(=O)(=O)N2CCN(C(=O)Cc3ccc(S(=O)(=O)N4CCOCC4)s3)CC2)c1
0.6	0.8	CCOc1ccc(NC(=O)CN(C)C(=O)c2cc(-c3cccs3)nn2-c2ccccc2)cc1OCC
1.6	-1.2	CCCCCCCCCCCCN1[C@@H](CC(=O)O)c2cc(F)ccc2S1(=O)=O
0.6	0.1	COc1cc(C)c(NC(=O)COc2ccc3c(c2)CCC3)cc1OC
5.0	0.8	Cc1ccccc1NS(=O)(=O)c1ccc(C(=O)N2CC(C)OC(C)C2)cc1 (stereo unspecified)
6.2	-1.1	Cc1ccc(NC(=O)CN2C(=O)NC3(CCc4ccccc43)C2=O)cc1S(=O)(=O)N1CCCCC1 (stereo unspecified)
2.5	-3.3	O=C(NCCCN1CCCC1=O)c1cccc(S(=O)(=O)Nc2ccc(F)cc2)c1
2.0	-1.4	COc1cc2cc(C[C@H](C)O)oc(=O)c2cc1OC

Complete entries, looked up by structure. Values in the order: IDE act	IDE inh
Profile of `COc1cc(C)c(NC(=O)COc2ccc3c(c2)CCC3)cc1OC` : 0.6	0.1
Profile of `CCN(CC(=O)Nc1ccc(NC(C)=O)cc1)C(=O)/C=C/c1ccco1` : -2.6	-0.1

More records follow:
IDE act	IDE inh	Structure
7.3	0.9	CC(C)CC1(C)NC(=O)N(CC(=O)Nc2ccc3c(c2)OCCO3)C1=O (stereo unspecified)
1.1	0.0	Cc1cccc(C(=O)OCC(=O)NCC2CCCO2)c1O (stereo unspecified)
-3.8	1.5	O=C(CCc1nc2ccccc2c(=O)[nH]1)Nc1cc(Cl)ccc1N1CCCC1
2.8	-4.2	CCN(CC(=O)NCc1cccs1)S(=O)(=O)c1cc(NC(C)=O)ccc1OC
3.5	6.0	CC(=O)Nc1ccc(NC(=O)C(C)OC(=O)CCC2CCCC2)cc1 (stereo unspecified)
1.8	-5.5	COc1ccc(C(=O)NCCS(=O)(=O)NCCc2ccccc2)cc1
0.3	-4.0	Cc1sc2nc(SCC(=O)Nc3cccc(S(N)(=O)=O)c3)[nH]c(=O)c2c1C
2.0	5.9	Cc1cc(C)c(NC(=O)COC(=O)C2CCCO2)c(C)c1 (stereo unspecified)
-1.2	2.5	CC(C)(C)NCC(O)COc1cccc2c1CCC(=O)N2 (stereo unspecified)
3.3	0.9	Cc1ccc(S(=O)(=O)N2[C@@H](c3ccc(Cl)cc3)C(C(=O)O)=C[C@H]2C(C)(C)C)cc1
5.8	-6.2	O=C(COC(=O)/C=C/c1ccc(F)cc1)Nc1ccc2[nH]c(=O)[nH]c2c1
6.9	-4.7	CC1CCN(S(=O)(=O)c2ccc(NC(=O)C3CSC4(C)CCC(=O)N34)cc2)CC1 (stereo unspecified)
-0.6	5.2	O=C(C[C@@H]1C/C=C\CC[C@@H](Cc2ccc(F)cc2)C(=O)OC[C@@H]2CCCN2C1=O)NCCO
